RXFP1 ag: activates the human relaxin receptor RXFP1; 0.3% of 370,000 active; HEK293T-RXFP1 cAMP TR-FRET, 30 min; response scale: percent of porcine relaxin response, buffer zero; Q9HBX9; AID 2676; Potency, µM (series often up to 57.5 µM), for the others: at the top dose activation, most hits filed as activators; also: % is scaled to controls: 0 for no effect and ±100 for the full control effect; nearly all actives have a fitted effect of over 60% in size; many of its hits are not listed in these tables
Target sequence (Q9HBX9 whole entry, looked up): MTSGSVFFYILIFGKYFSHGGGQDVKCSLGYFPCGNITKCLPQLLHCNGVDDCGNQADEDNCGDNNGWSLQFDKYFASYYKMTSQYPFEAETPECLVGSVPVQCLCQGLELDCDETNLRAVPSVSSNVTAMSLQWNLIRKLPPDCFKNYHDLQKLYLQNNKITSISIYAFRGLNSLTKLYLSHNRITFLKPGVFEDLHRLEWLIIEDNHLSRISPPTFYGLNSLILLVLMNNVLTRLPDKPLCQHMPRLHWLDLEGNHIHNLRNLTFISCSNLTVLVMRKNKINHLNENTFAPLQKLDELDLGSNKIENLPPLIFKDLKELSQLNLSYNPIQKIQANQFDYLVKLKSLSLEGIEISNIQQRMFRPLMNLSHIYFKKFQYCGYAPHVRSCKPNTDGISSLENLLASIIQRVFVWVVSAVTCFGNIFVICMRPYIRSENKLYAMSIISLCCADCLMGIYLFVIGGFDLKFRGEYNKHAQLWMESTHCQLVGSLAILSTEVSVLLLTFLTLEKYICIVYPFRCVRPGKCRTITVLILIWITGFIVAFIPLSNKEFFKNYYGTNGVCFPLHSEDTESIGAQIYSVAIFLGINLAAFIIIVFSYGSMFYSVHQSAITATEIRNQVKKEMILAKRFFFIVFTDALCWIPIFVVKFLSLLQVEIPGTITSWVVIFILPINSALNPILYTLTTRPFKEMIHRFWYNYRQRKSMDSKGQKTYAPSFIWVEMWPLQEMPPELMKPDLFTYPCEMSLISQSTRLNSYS
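cAMP rise read by TR-FRET after 30 min, 37C compound exposure (up to 58 uM) in RXFP1-transfected HEK293 cells with Ro 20174 present. EC50 from Hill-equation fits, with 29 nM porcine relaxin as 100% and buffer as basal.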
Vif-APOBEC3G blk: blocks the Vif interaction with human APOBEC3G. 0.076% of 410,000 active. AID 602310. Potency, µM (top dose mostly 46.1 µM), for the others: top-dose activity, negative = active, most hits filed as inhibitors. HeLa A3G-eYFP + Vif (tagged APOBEC3G with the HIV-1 protein that degrades it), YFP fluorescence, overnight. Q9HC16;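 also: % is scaled to controls: 0 for no effect and ±100 for the full control effect; nearly all actives have a fitted effect of over 60% in size; hits raise eYFP signal because A3G escapes Vif-driven loss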
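HeLa cells stably expressing Vif and C-terminally eYFP-tagged A3G, seeded overnight at 37 deg C, then exposed to compound by pintool overnight at 37 deg C. Rise in yellow fluorescence (Ex 488/Em 500-530, Acumen) marks blocked Vif-driven A3G degradation.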
TrxR1 inh: inhibitors of rat thioredoxin reductase 1; O89049; recombinant rTrxR1, NADPH fluorescence consumption, selenite substrate; Potency, µM (titrated, usually from 114 µM), for the others: at the top dose activity change, negative = inhibition, most hits filed as inhibitors; 1% of 390,000 active; also: % is scaled to controls: 0 for no effect and ±100 for the full control effect; nearly all actives have a fitted effect of over 65% in size
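Rat TrxR1 (90 nM in the dispensed reagent) was pre-reduced with 400 uM NADPH for 5 min at room temperature, then incubated with compound for 15 min. After 400 uM selenite was added, NADPH fluorescence (Ex 340/Em 450 nm) was followed for 8 min.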
USP1 inh: inhibitors of human USP1/UAF1 deubiquitinase. O94782. recombinant USP1/UAF1, Ub-Rhodamine cleavage fluorescence. Potency, µM (highest dose often 57.1 µM), for inactives: at the top dose activity change, negative = inhibition, most hits filed as inhibitors. 0.23% of 390,000 active. AID 743255; also: % is scaled to controls: 0 for no effect and ±100 for the full control effect; nearly all actives have a fitted effect of over 60% in size; inactives centre near -12
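High-throughput fluorogenic screen: 1nM USP1/UAF1 complex, Ub-Rho substrate 150nM final, 50mM HEPES pH 7.8 with 0.5mM EDTA, 0.1 mg/ml BSA, 1mM TCEP and 0.01% Tween-20.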
RGS4 inhibitor: inhibitors of human regulator of G protein signaling 4; P49798; Transcreener GDP fluorescence polarization, RGS4-accelerated GTP hydrolysis; Potency, µM (doses to about 114 µM), inactives show top-dose activity change, negative = inhibition, hits mostly inhibitors; 0.039% of 390,000 active; also: % is scaled to controls: 0 for no effect and ±100 for the full control effect; nearly all actives have a fitted effect of over 75% in size; some results filed as inactive show a strong effect at the top dose
Target sequence (P49798 whole entry, looked up): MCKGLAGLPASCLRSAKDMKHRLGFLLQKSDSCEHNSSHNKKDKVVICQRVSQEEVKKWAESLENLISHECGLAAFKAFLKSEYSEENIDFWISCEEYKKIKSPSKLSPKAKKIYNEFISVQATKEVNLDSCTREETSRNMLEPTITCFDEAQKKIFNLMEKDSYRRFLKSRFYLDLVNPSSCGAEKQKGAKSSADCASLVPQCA
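MLSMR compounds (23 nl, pin-transferred) preincubated 10 min at room temperature with a 500nM (2x) first reagent, then RGS4 at 900nM (2x) plus Transcreener GDP mix added; fluorescence polarization (620/688 nm) read before and after 90 min at 30 °C.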
TrxR1 substrate: rat thioredoxin reductase 1 substrate activity; 0.01% of 390,000 active; Potency, µM (top dose mostly 114 µM), for the others: at the highest dose activity change, negative = substrate turnover; O89049; purified TrxR1 substrate turnover, NADPH consumption readout; AID 588456; also: % is scaled to controls: 0 for no effect and ±100 for the full control effect; nearly all actives have a fitted effect of over 50% in size
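Rat TrxR1, dispensed at 90 nM, was prereduced with 400 uM NADPH (final) for 5 min at ~22 deg C, then incubated with compound 15 min before 400 uM selenite. A first-read NADPH fluorescence drop versus no-compound background flagged substrates.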
ALOX12 inh: ALOX12 (human) lipoxygenase inhibition | P18054 | AID 1671190 | purified 12hLO, xylenol orange hydroperoxide absorbance | Potency, µM (series often up to 108 µM), inactives show top-dose activity change, negative = inhibition, usual class: inhibitors | 1.1% of 580,000 active; also: % is scaled to controls: 0 for no effect and ±100 for the full control effect
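Hydroperoxide product was detected by ferrous iron/xylenol orange as the 573 to 405 nm absorbance ratio. Arachidonic acid at 40 uM (final) was turned over for 30 min at room temperature by 150 nM human 12hLO, pH 7.0 Hepes buffer, after 15 min compound preincubation.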
mIDH1 inhibitor: inhibitors of human mutant IDH1 R132H. IDH1-R132H enzyme, NADPH consumption, diaphorase/resazurin fluorescence. Potency, µM (titrated, usually from 76.6 µM), without a hit: at the highest dose activity change, negative = inhibition, hits mostly inhibitors. 0.093% of 390,000 active. AID 602179; also: % is scaled to controls: 0 for no effect and ±100 for the full control effect; nearly all actives have a fitted effect of over 65% in size
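IDH1-R132H (0.5 ug/mL dispensed) in pH 7.5 Tris buffer was preincubated 30 min with compound, then given a substrate mix of 0.016 mM NADPH and 2 mM alpha-KG for 80 min at room temperature; remaining NADPH was read by diaphorase/resazurin fluorescence.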
Vif-APOBEC3F blk: inhibitors of Vif-A3F interaction; AID 602313; HeLa A3F-eYFP + Vif (tagged APOBEC3F with the HIV-1 protein that degrades it), YFP fluorescence increase; Potency, µM (doses to about 46.1 µM), without a hit: at the highest dose activity, negative = active; 0.2% of 390,000 active; also: % of control where 0% means no effect; nearly all actives have a fitted effect of over 65% in size
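Fluorescence increase (Ex 488/Em 500-530) after overnight compound treatment at 37 deg C flags inhibition of Vif-driven A3F-eYFP loss in stable HeLa A3F-eYFP/Vif cells seeded overnight beforehand.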
An asterisk follows results filed as active; ? = inconclusive; nt = not tested or not shown; & = joins results of further samples; [ ] = dose if it differs, or a comment. Calls follow the shape of the dose curve; as a rule, active = well fitted curve in the direction sought with a large enough effect; inconclusive = small, poorly fitted or top-dose-only effect, or another doubt; inactive = no such curve, though single readings can be large; an effect the other way counts as inactive or inconclusive. Potency is read from the fitted curve at half-maximal effect. Not all compounds are listed. The share of hits here may be higher or lower than overall.

SMILES	RXFP1 ag	Vif-APOBEC3G blk	TrxR1 inh	USP1 inh	RGS4 inhibitor	TrxR1 substrate	ALOX12 inh	mIDH1 inhibitor	Vif-APOBEC3F blk
CSc1n[nH]c(NC(=O)c2c(-c3c(Cl)cccc3Cl)noc2C)n1	3.4%	-6%	-4%[57.1 µM]	2%	2%	5%[57.1 µM]	?	1%	-14%
Cc1c(C#N)c2ccccc2n1CC(=O)O	2.7%	4%	25%	2%	2%[11.4 µM]	19%[57.1 µM]	-7%	6%	-5%
COc1ccc(C(C(=O)NC2CCCC2)N(CCO)C(=O)Cn2nnc(-c3ccc(C)o3)n2)cc1 (configuration not stated)	-2.6%	0%	4%	-21%	9%	-2%	16%	-2%	0%
Oc1ccc(Cl)cc1CNc1cccc2cccnc12	-0.9%	-21%	20%[2.29 µM]	-27%	7%	-9%	?	18%	-23%
Cc1ccc(O)c(C(=O)C=Cc2ccccc2)c1	nt	-24%	-10%[11.4 µM]	-16%	-37%	0%[11.4 µM]	-4%	0%	9%
COCCn1nnnc1CN1CCOCC1	1.5%	0%	2%	9%	-47%	2%	?	3%	0%
Cc1oc(-c2ccccc2Cl)nc1CSc1nc2ncccc2[nH]1	7.6%	-7%	-20%	-13%	-25%	-1%	-12%&-34%	3%	1%
C[C@@]12C(=O)Nc3ccc(Cl)cc3C(=O)N1[C@H]1c3cc(Br)ccc3OC[C@@H]1[C@@H]2c1ccccc1	nt	-6%	5%	-25%	5%	0%	4%	8%	-1%
CCOc1ccc(C(=O)Cc2cc(OC)c(OC)cc2[N+](=O)[O-])cc1	1.5%	-19%	-1%	-4%	-27%	-5%	-3%	0%	-8%
Cc1cccc(N(C)C(=O)c2coc(=O)c3ccccc23)c1	1.1%	4%	6%	0%	27%	1%	-27%	2%	1%
COc1cc2[nH]c(=O)n(Cc3ccc(C(=O)NCc4ccc(C)cc4)cc3)c(=O)c2cc1OC	5.8%	-2%	6%	-22%	-11%	4%[2.29 µM]	-24%	-1%	-5%
CCCCCCCN(c1ccccc1)C1C[C@H]2CCCC(=O)N3CC[C@@H](C1)[C@@H]23 (some centres not stated)	nt	-2%	40%[activator]	nt	nt	6%	-2%	nt	nt
O=c1cc(COc2ncnc3c(Cl)cc(Cl)cc23)nc2sccn12	2.7%	0%	-10%[57.1 µM]	3%	10%[56.9 µM]	-2%[57.1 µM]	4%	0%	-2%
COc1ccc(C2CC(c3ccc(F)cc3)Nc3nc(N)nn32)cc1 (configuration not stated)	1.5%	-5%	12%[57.1 µM]	-5%	-3%	11%[57.1 µM]	381%[activator]	6%	4%
Cc1cc(OC(C)C(=O)N(Cc2ccco2)Cc2ccco2)cc(C)c1Cl (configuration not stated)	-0.2%	1%	17%	8%	-15%	-7%	-27%	18%	-8%
O=C(Nc1nc(-c2ccc(Cl)cc2)cs1)C1CCCO1 (configuration not stated)	3.2%	0%	2%[57.1 µM]	-7%	-4%	0%[57.1 µM]	-22%	5%	9%
CCOc1ccc(NC(=O)CN(C)C(=O)CCSc2ccc(F)cc2)cc1OCC	3.5%	-1%	2%	-21%	31%	-7%	-15%	0%	3%
CCCNC(=O)Nc1ccc2c(c1)N(C)C(=O)c1ccccc1S2	-2.4%	-7%	19%	0%	16%	2%	18%	-7%	4%
CC1(C)CC(=O)C/C(=N\NC(=O)c2cccs2)C1	1.2%	-2%	?	-10%	?	-2%	-2%	2%	-1%
O=C(Nc1oc2ccccc2c(=O)c1-c1ccc(Br)cc1)c1ccco1	-0.6%	1%	13%	-20%	-11%	2%	-3%	6%	3%
COc1ccc(-c2ccc(=O)n(CC(=O)NCc3ccco3)n2)cc1	2.6%	0%	?	-15%	-46%	1%	-43%	4%	nt
Cn1c(=O)n(C)c2cc([N+](=O)[O-])c(N3CCN(C(=O)C(C)(C)C)CC3)cc21	10%	0%	10%	-9%	7%	-3%	21%	0%	-12%
Cc1nnc(N2C(=O)c3oc4ccccc4c(=O)c3C2c2ccc(Cl)cc2)s1 (configuration not stated)	-0.1%	0%	25%[57.1 µM]	6%	2%	0%[57.1 µM]	-26%	-4%	2%
COc1cc(/C=C/C(=O)OCC(=O)N2CCOCC2)ccc1OCC#N	2.9%	1%	27%[57.1 µM]	-6%	-39%	16%	0%	6%	7%
O=C(Nc1ccc(N2CCOCC2)cc1)C1CC(=O)N(c2ccc(Cl)cc2)C1 (configuration not stated)	-0.2%	-2%	9%[57.1 µM]	-2%	-15%	-8%	1%	2%	-14%
Other records follow.
SMILES	RXFP1 ag	Vif-APOBEC3G blk	TrxR1 inh	USP1 inh	RGS4 inhibitor	TrxR1 substrate	ALOX12 inh	mIDH1 inhibitor	Vif-APOBEC3F blk
CCOc1ccc2c(c1)c(=O)c(C(=O)c1ccc(CC)cc1)cn2CC(=O)Nc1ccc2c(c1)OCCO2	19%	-5%	-1%	-11%	7%	-3%	0%	-1%	-6%
CSc1ccc2c(c1)N(CCC1CCCCN1C)c1ccccc1S2 (configuration not stated)	1.0%	3%	?	-4%	1%[56.9 µM]	8%[57.1 µM]	?	12%	8%
COC(=O)C1=C(C)NC(=O)NC1c1ccsc1 (configuration not stated)	0.0%	0%	10%[57.1 µM]	-5%	11%	7%[57.1 µM]	?	6%	0%
COc1cc(/C=N/N=C/c2c[nH]c(=O)c(C#N)c2Nc2ccccc2)ccc1O	0.0%	0%	-2%	-14%	1%	-10%	nt	-5%	-2%
O=C(CN1CCCCCC1)Nc1cccc([N+](=O)[O-])c1	-0.3%	1%	3%	-3%	-11%	-4%	-10%	-5%	-3%
CCc1ccc(NC(=O)CSc2nc3c([nH]c4ccccc43)c(=O)n2C)cc1	1.4%	-4%	28%[57.1 µM]	-13%	-12%	4%[57.1 µM]	?	-20%	?
CCCc1cc(=O)[nH]c(SCC(=O)N2N=C(c3ccc(Cl)cc3)CC2c2ccco2)n1 (configuration not stated)	-5.0%	-9%	-17%	-21%	-32%	-4%	?	-9%	-10%
Cc1ccc2oc(=O)c3cc(C(=O)N4CCN(C)CC4)sc3c2c1	2.5%	3%	1%	-11%	-22%[11.4 µM]	-3%	-2%	-10%	-3%
CCOC(=O)c1c(C)[nH]c(C)c1C(=O)COC(=O)c1cccc(S(=O)(=O)N(CC)CC)c1	3.3%	5%	2%[57.1 µM]	-17%	-24%	-5%[0.457 µM]	0%	10%	1%
COc1ccc(-c2nc(-c3ccccc3)ncc2S(C)(=O)=O)cc1	1.6%	2%	21%[57.1 µM]	-14%	?	4%[57.1 µM]	26%	5%	-4%
COc1ccc(C(=O)Nc2ncc3c(n2)CC(c2ccco2)CC3=O)cc1 (configuration not stated)	0.0%	-1%	-13%	-19%	-14%	-4%	?	5%	-5%
COc1ccc(NC(C)C(=O)Nc2ccc(C(C)(C)C)cc2)cc1Cl (configuration not stated)	0.0%	-1%	-10%	-25%	-7%	-9%	-27%	5%	5%
COC(=O)c1sc(NC(=O)COc2cccc3ccccc23)nc1C	2.7%	-7%	-2%[57.1 µM]	-17%	6%	-3%[57.1 µM]	-4%	-1%	-11%
O=C(CSCc1n[nH]c(=O)[nH]1)NCCOc1cccc(Oc2ccccc2)c1	0.5%	-4%	19%	-7%	11%	4%	-9%	0%	0%
CCCOc1ccc(C=Nc2ccc(OC)c(S(=O)(=O)N3CCOCC3)c2)c(O)c1	2.1%	0%	10%	-4%	16%	-6%	2%	-10%	-16%
COc1ccc(S(=O)(=O)N(CCc2ccccc2)CC(=O)NC(C)C)cc1	0.6%	2%	3%	-1%	-37%	-1%	32µM*	6%	-17%
CCOc1cc(CNc2ccc(N3CCCCC3)cc2)cc(Br)c1OCC(=O)NC(C)(C)C	3.2%	-19%	-31%	-19%	-39%	-19%	?	3%	?
O=C(Cc1ccccc1)Nc1sc2c(c1C(=O)Nc1ccc(Cl)cc1)CCCC2	1.5%	-10%	10%	-25%	-130%	-5%	16µM*	6%	-2%
CC(C)(C)n1ncc2c(=O)n(CC(=O)OCc3ccccc3)cnc21	0.0%	-2%	-5%	4%	2%	-6%	5%	0%	3%
O=S(=O)(c1ccc(N2CCCC2)cc1)C(F)(F)F	-3.8%	2%	-11%	-5%	-2%	-3%	-9%	17%	1%
OCCN(CCO)c1nc2ccccc2[nH]1	-2.3%	1%	14%	-7%	18%	5%	-7%	1%	-5%
COc1cc(O)cc2cc3c(c(O)c12)C(=O)CC(C)(O)O3 (configuration not stated)	2.0%	5%	50%[activator]	?	-24%	-10%	-18%	-4%	10%
CCOc1ccccc1N(CC(=O)NCCSc1ccccn1)S(=O)(=O)c1ccccc1	1.2%	-3%	31%[activator][57.1 µM]	-17%	16%	10%[57.1 µM]	6%	1%	4%
C=CCn1c(SCC(=O)N2CCC(C)CC2)nc2c([nH]c3ccccc32)c1=O	nt	-4%	nt	-4%	nt	nt	6%	-1%	-5%

Looked up above.
O=C(Cc1ccccc1)Nc1sc2c(c1C(=O)Nc1ccc(Cl)cc1)CCCC2 in TrxR1 substrate reads -5%
COc1cc(O)cc2cc3c(c(O)c12)C(=O)CC(C)(O)O3 (configuration not stated) in RGS4 inhibitor reads -24%
